TRHR PAM: allosteric enhancers of human TRH receptor. TRHR cells, fluo-8 calcium fluorescence, EC20 TRH enhancement. enhancement, % at 2 µM. P34981. 360,000 compounds, 0.66% hits; in the data active = enhancement above about 30%; note: 0% is about no effect
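TRHR-expressing cells loaded with fluo-8 calcium dye were read kinetically (ex 480/em 530) during compound addition, then stimulated with an EC20 of TRH (10 nM final). Enhancement of the Gq-mediated intracellular calcium response was scored.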
D2 agonist: activates the human D2 dopamine receptor | 340,000 compounds, 0.53% hits | P14416 | activation, % at 2 µM | HEK293 T-REx D2 cells, calcium flux agonist mode;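 active = activation over 3 SD above normal in the single-dose calcium agonist read, cut at about 30% in these data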; note: 0% is about no effect
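HEK293 Trex D2 cells, tetracycline-induced, o/n 30 C 5% CO2; no-wash Ca dye, RT 30–90 min; 10-cycle baseline, 23 nl cpd added, kinetic Ca read 180 s; agonist hits = positive Ca response.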
TRHR ag: TRH receptor (human) agonism; P34981; TRHR cells, calcium flux fluo-8, FDSS agonist mode; activation, % at 2 µM; 360,000 compounds, 0.18% hits; in the data active = activation above about 30%; note: 0% is about no effect
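Steps: seed TRHR cells overnight; add fluo-8 no-wash Ca dye, RT 30 min–1.5 h; record 10 s baseline; pin-transfer compounds; monitor fluorescence 1 cycle/s for the agonist window. Calcium increases flag candidate agonists.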
D2 antag: D2 dopamine receptor (human) antagonism; P14416; inhibition, % at 10 µM; 340,000 compounds, 2% hits; HEK293 TREx D2 cells, calcium flux, dopamine EC80; in the data active = inhibition above about 30%; note: 0% is about no effect
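Read-out: kinetic calcium fluorescence (1 cycle/s) in inducible HEK293 T-REx D2 cells after an EC80 dopamine addition that followed 180 s compound preincubation. Loss of the dopamine response indicates antagonism.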
TrxR1 substrate: substrates of rat thioredoxin reductase 1; 390,000 compounds, 0.01% hits; purified TrxR1 substrate turnover, NADPH consumption readout; O89049; Potency, µM (doses to about 114 µM), inactives show at the highest dose activity change, negative = substrate turnover; note: potency is the fitted concentration of half-maximal effect; % is set by controls: 0 for no effect and ±100 for the full control effect; nearly all actives have a fitted effect of over 50% in size
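Rat TrxR1, dispensed at 90 nM, was prereduced with 400 uM NADPH (final) for 5 min at ~22 deg C, then incubated with compound 15 min before 400 uM selenite. A first-read NADPH fluorescence drop versus no-compound background flagged substrates.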
IDH1 R132H inh: inhibitors of human mutant IDH1 R132H; O75874; IDH1-R132H enzyme, NADPH consumption, diaphorase/resazurin fluorescence; Potency, µM (highest dose often 76.6 µM), for inactives: top-dose activity change, negative = inhibition, usual class: inhibitors; 390,000 compounds, 0.093% hits; note: potency is the fitted concentration of half-maximal effect; % is set by controls: 0 for no effect and ±100 for the full control effect; nearly all actives have a fitted effect of over 65% in size
Target sequence (O75874 whole entry R132H, stated change not applied): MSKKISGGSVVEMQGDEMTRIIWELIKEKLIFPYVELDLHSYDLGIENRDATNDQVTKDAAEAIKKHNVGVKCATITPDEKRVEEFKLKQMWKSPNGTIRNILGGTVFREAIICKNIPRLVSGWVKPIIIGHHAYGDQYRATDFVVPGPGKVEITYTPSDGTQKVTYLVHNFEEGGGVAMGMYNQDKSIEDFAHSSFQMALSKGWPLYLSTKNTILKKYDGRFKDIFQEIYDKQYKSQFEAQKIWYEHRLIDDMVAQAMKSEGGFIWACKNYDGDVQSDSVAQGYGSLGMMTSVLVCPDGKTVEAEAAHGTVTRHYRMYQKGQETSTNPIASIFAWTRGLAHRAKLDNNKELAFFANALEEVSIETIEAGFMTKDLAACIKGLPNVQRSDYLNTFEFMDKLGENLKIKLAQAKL
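IDH1-R132H (0.5 ug/mL dispensed) in pH 7.5 Tris buffer was preincubated 30 min with compound, then given a substrate mix of 0.016 mM NADPH and 2 mM alpha-KG for 80 min at room temperature; remaining NADPH was read by diaphorase/resazurin fluorescence.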
TrxR1 inh: blocks rat thioredoxin reductase 1; Potency, µM (doses to about 114 µM), inactives show at the top dose activity change, negative = inhibition, hits mostly inhibitors; O89049; 390,000 compounds, 1% hits; AID 588453; recombinant rTrxR1, NADPH fluorescence consumption, selenite substrate; note: potency is the fitted concentration of half-maximal effect; % is set by controls: 0 for no effect and ±100 for the full control effect; nearly all actives have a fitted effect of over 65% in size
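Rat TrxR1 (90 nM in the dispensed reagent) was pre-reduced with 400 uM NADPH for 5 min at room temperature, then incubated with compound for 15 min. After 400 uM selenite was added, NADPH fluorescence (Ex 340/Em 450 nm) was followed for 8 min.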
PI4K2A block: PI4K2A (human) kinase inhibition; 420,000 compounds, 0.13% hits; purified PI4K2A, ADP-Glo luminescence, 1 h; active compounds read low; Q9BTU6; activity change, negative = inhibition, % at 76.9 µM; AID 1346378; in the data active = activity change below about -50%; inconclusive = mostly about -30% to -49%;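 note: -100% = wells without enzyme as full effect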
Target sequence (Q9BTU6 whole entry, looked up): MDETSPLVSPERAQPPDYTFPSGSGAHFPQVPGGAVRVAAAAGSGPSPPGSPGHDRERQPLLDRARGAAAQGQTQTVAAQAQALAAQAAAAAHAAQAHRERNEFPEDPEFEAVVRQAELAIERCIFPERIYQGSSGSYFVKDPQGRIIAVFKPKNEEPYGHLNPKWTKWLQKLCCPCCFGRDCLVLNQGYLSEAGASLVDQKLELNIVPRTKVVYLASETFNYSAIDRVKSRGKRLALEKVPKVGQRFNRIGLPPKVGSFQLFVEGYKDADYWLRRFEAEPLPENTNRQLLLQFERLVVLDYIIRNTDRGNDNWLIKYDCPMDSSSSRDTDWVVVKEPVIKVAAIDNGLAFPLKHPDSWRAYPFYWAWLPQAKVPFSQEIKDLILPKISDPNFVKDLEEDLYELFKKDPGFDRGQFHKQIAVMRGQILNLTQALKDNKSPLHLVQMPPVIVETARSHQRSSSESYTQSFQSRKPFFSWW
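Compounds are screened against recombinant PI4K2A using PI as substrate and ATP, the latter dispensed at 300 microM. Reactions run one hour at ambient temperature before ADP-Glo detection; full inhibition defined by wells lacking enzyme.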
USP1-UAF1 inh: blocks the human USP1/UAF1 deubiquitinase complex. Potency, µM (top dose mostly 57.1 µM), for inactives: at the top dose activity change, negative = inhibition, usual class: inhibitors. recombinant USP1/UAF1, Ub-Rhodamine cleavage fluorescence. 390,000 compounds, 0.23% hits. O94782. AID 743255; note: potency is the fitted concentration of half-maximal effect; % is set by controls: 0 for no effect and ±100 for the full control effect; nearly all actives have a fitted effect of over 60% in size; inactives centre near -12
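Step one: compound is pinned into 1nM USP1/UAF1 in HEPES pH 7.8 buffer with TCEP. Step two: 15 min room-temperature incubation. Step three: Ub-Rho (150nM final) starts cleavage, tracked by fluorescence over six one-minute reads.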
The depositor's hits bear a star; ? = inconclusive; / = no result given; & = joins results of further samples; [ ] = another dose, or the depositor's remark. Unless noted, calls come from the whole dose curve; as a rule, active = well fitted inhibition curve with a large enough effect; inconclusive = small, poorly fitted or top-dose-only effect; inactive = no such curve, though single readings can be large or run the other way.

no.	SMILES	TRHR PAM	D2 agonist	TRHR ag	D2 antag	TrxR1 substrate
1	Cc1cc(NC(=O)c2ccc([N+](=O)[O-])o2)ccc1NC(=O)c1ccco1	10	-1.8	-1.0	1	-15%
2	COc1ccc(C(N)CCc2ccc(C)o2)cc1 (stereo not given)	11	1.9	0.4	-9	-13%
3	COc1ccc(CCNC(=O)c2sc(=S)n(C)c2N)cc1	-9	0.6	-1.6	5	-4%
4	CCC1(C)NC(=O)N(CC(=O)NCC(=O)Nc2c(C)cc(C)cc2C)C1=O (stereo not given)	10	0.1	0.5	-35	5%
5	CCN(CC)C(=O)Cn1cc(S(=O)(=O)CC(=O)Nc2ccccc2C)c2ccccc21	/	/	/	/	7%
6	CC(C)N1CCc2c(sc(NC(=O)CCS(=O)(=O)c3ccccc3)c2C(N)=O)C1	0	0.8	2.1	-2	4%
7	O=C(NCc1ccncc1)c1cc(-c2ccc(Cl)cc2)oc1C(F)(F)F	-2	-0.4	0.4	-3	2%
8	COCCN(C(=O)COC(=O)CC(C)c1ccccc1)c1c(N)n(Cc2ccccc2)c(=O)[nH]c1=O (stereo not given)	3	0.2	-0.1	4	-4%[57.1 µM]

no.	IDH1 R132H inh	TrxR1 inh	PI4K2A block	USP1-UAF1 inh
1	1%	?	-5	-15%
2	1%	14%[57.1 µM]	1	-6%
3	0%	-5%	4	-1%
4	-2%	34%	-1	-5%
5	1%	10%	0	-8%
6	-5%	-12%	2	-13%
7	?	23%	4	-18%
8	-6%	14%	-2	-11%

Just PI4K2A block, for some of the entries so far:
item | canonical_smiles | PI4K2A block
3 | COc1ccc(CCNC(=O)c2sc(=S)n(C)c2N)cc1 | 4
4 | CCC1(C)NC(=O)N(CC(=O)NCC(=O)Nc2c(C)cc(C)cc2C)C1=O (stereo not given) | -1
5 | CCN(CC)C(=O)Cn1cc(S(=O)(=O)CC(=O)Nc2ccccc2C)c2ccccc21 | 0
6 | CC(C)N1CCc2c(sc(NC(=O)CCS(=O)(=O)c3ccccc3)c2C(N)=O)C1 | 2
7 | O=C(NCc1ccncc1)c1cc(-c2ccc(Cl)cc2)oc1C(F)(F)F | 4

More entries:
no.	SMILES	TRHR PAM	D2 agonist	TRHR ag	D2 antag	TrxR1 substrate
9	COc1ccc(S(=O)(=O)N2CCC(C(=O)OCC(=O)c3ccccc3)CC2)cc1[N+](=O)[O-]	1	/	-0.3	/	4%[57.1 µM]
10	COc1ccc(CNC(=O)CC23CC4CC(CC(C4)C2)C3)cc1OC	5	0.4	0.3	6	3%
11	Cc1nc2oc3ccccc3c(=O)c2cc1C(=O)O	-2	0.6	0.6	9	-5%[57.1 µM]
12	O=c1[nH]n(-c2cccc(Cl)c2)c2ncccc12	11	-0.1	-0.3	-5	-2%[57.1 µM]
13	Cc1cnc(NC(=O)COc2ccccc2Cl)s1	2	0.5	1.1	-6	7%
14	CCc1nc(SCc2cccnc2)c2c(=O)n(C)c(=O)n(C)c2n1	5	-0.3	-0.7	0	5%[57.1 µM]
15	CNc1nc(N)c(C(=O)C(C)(C)C)s1	17	-0.2	0.3	6	-15%
16	Cc1cc(/C=C2\C(=N)N3C(SCc4ccccc4)=NSC3=NC2=O)c(C)n1Cc1ccccc1	-2	0.2	1.3	3	3%[57.1 µM]

no.	IDH1 R132H inh	TrxR1 inh	PI4K2A block	USP1-UAF1 inh
9	2%	16%[57.1 µM]	0	-26%
10	8%	19%	1	-1%
11	-4%	10%[57.1 µM]	-17	-15%
12	6%	12%	7	-8%
13	1%	21%	-5	-14%
14	-2%	10%[57.1 µM]	1	-1%
15	-9%	?	0	2%
16	0%	13%[57.1 µM]	8	-18%

Sorted by molar mass (rising): three of the compounds above
no.	SMILES	TRHR PAM	D2 agonist	TRHR ag	D2 antag	TrxR1 substrate
13	Cc1cnc(NC(=O)COc2ccccc2Cl)s1	2	0.5	1.1	-6	7%
14	CCc1nc(SCc2cccnc2)c2c(=O)n(C)c(=O)n(C)c2n1	5	-0.3	-0.7	0	5%[57.1 µM]
9	COc1ccc(S(=O)(=O)N2CCC(C(=O)OCC(=O)c3ccccc3)CC2)cc1[N+](=O)[O-]	1	/	-0.3	/	4%[57.1 µM]

no.	IDH1 R132H inh	TrxR1 inh	PI4K2A block	USP1-UAF1 inh
13	1%	21%	-5	-14%
14	-2%	10%[57.1 µM]	1	-1%
9	2%	16%[57.1 µM]	0	-26%

The results go on.
no.	SMILES	TRHR PAM	D2 agonist	TRHR ag	D2 antag	TrxR1 substrate
17	Cc1ccc(C2CC(c3ccc(Br)cc3)=NN2C(=O)CSC2=NN3CCCC(=O)N=C3S2)cc1 (stereo not given)	4	0.3	0.7	-3	-2%
18	CN(C)c1cccc(C(=O)Nc2cc(C(F)(F)F)ccc2-n2cnc3ccccc32)c1	9	1.8	-0.5	9	-8%
19	Cc1ccc(SC(C)C(=O)Nc2c(C)n(C)n(-c3ccccc3)c2=O)cc1 (stereo not given)	1	1.1	-0.3	10	2%
20	O=C(NCCc1ccc(F)cc1)C(=O)NCC(c1cccs1)S(=O)(=O)c1cccs1 (stereo not given)	4	0.1	-0.5	/	-5%[57.1 µM]
21	COc1ccc(NC(=O)Nc2ccc3c(c2)OCO3)c(C)c1	-5	0.5	-1.0	22	0%
22	CCOc1ccc(-c2nnc(SCC(=O)c3ccc(Br)cc3)n2-c2ccccc2)cc1	-1	0.5	3.1	/	6%[11.4 µM]
23	COC(=O)Cn1ncc2c(C)n(Cc3ccccc3)c(C)c2c1=O	-3	-0.2	-0.1	9	5%[57.1 µM]
24	O=C(c1cc2cc(Cl)ccc2oc1=O)N1CCCCCCC1	0	/	-1.0	/	2%

no.	IDH1 R132H inh	TrxR1 inh	PI4K2A block	USP1-UAF1 inh
17	6%	6%	7	-13%
18	1%	6%	-1	-13%
19	-4%	5%	-6	9%
20	4%	1%[57.1 µM]	4	0%
21	26%	5%	-6	3%
22	17%	5%	-2	10%
23	-5%	19%[57.1 µM]	1	-2%
24	-1%	4%	1	-16%

Other entries.
no.	SMILES	TRHR PAM	D2 agonist	TRHR ag	D2 antag	TrxR1 substrate
25	O=C(c1cc2cc(F)ccc2[nH]1)N1CCc2ccccc2C1	3	/	-0.1	/	-3%
26	C=CCNC(=O)COc1coc(CN2CCN(Cc3ccccc3)CC2)cc1=O	7	1.1	1.2	7	-1%
27	CCOc1cccc(N2C(=O)CC(N(CCc3ccc(OC)c(OC)c3)C(=O)CC)C2=O)c1 (stereo not given)	-7&1	-0.1&0.5	-0.6&0.0	-5&-18	21%
28	CN1CCN(S(=O)(=O)c2cccc(C(=O)Nc3sc4c(c3C(N)=O)CCCC4)c2)CC1	-5	1.4	0.1	-15	0%[57.1 µM]
29	CCn1c(SC(C)C(=O)Nc2ccc3c(c2)OCCO3)nnc1C1CC1 (stereo not given)	1	/	0.4	/	1%
30	CCOC(=O)c1c(NC(=O)CSc2ncn[nH]2)sc(C)c1C	-4	0.5	0.0	38*	3%
31	Cc1ccc(NC(=O)CN2C(=O)N/C(=C/c3cccn3-c3ccc(C(=O)O)cc3)C2=O)cc1	5	-1.2	1.7	-5	-12%
32	O=C(CCC(=O)N1CCSc2ccccc21)Nc1ccc(Cl)cc1	3	-0.1	0.2	/	-3%

no.	IDH1 R132H inh	TrxR1 inh	PI4K2A block	USP1-UAF1 inh
25	-6%	21%	5	-10%
26	-4%	7%	-2	-26%
27	5%	36%	1	-13%
28	5%	-9%[57.1 µM]	4	-12%
29	1%	19%	-3	-8%
30	6%	18%	1	-19%
31	-15%	?	?	?
32	7%	5%	-2	-19%

Later entries.
no.	SMILES	TRHR PAM	D2 agonist	TRHR ag	D2 antag	TrxR1 substrate
33	COC(=O)c1sccc1NC(=O)COc1ccc(F)cc1Cl	1	0.2	0.8	17	10%
34	CCN1CCN(C(=S)Nc2ccc(Cl)cc2Cl)CC1	7	-0.2	0.3	-3	-3%
35	O=C(Nc1nnc(C(F)(F)F)s1)c1cccnc1	6	-0.2	-0.3	11	-7%
36	S=C(Nc1cccc(Cl)c1Cl)N1CCC2(CC1)OCCO2	11	0.9	1.6	-21	8%[57.1 µM]
37	CCOc1ccc(C(=O)OCc2cc(=O)n3nc(C4CCCCC4)sc3n2)cc1	4	/	0.1	/	-3%[57.1 µM]
38	OC(CN1CCCCC1)Cn1c2ccccc2c2ccccc21 (stereo not given)	-1	1.6	2.3	30	3%
39	CCC(=O)N1CCc2cc(Br)cc(S(=O)(=O)N3CCCC(C(=O)Nc4ccc(CC)cc4)C3)c21 (stereo not given)	2	0.0	-0.6	/	1%
40	O=C(NN1C(=O)c2ccccc2C1=O)c1ccc2c(c1)C(=O)N(CC1CCCO1)C2=O (stereo not given)	3	-0.4	0.0	-3	0%
41	Cn1nnnc1SCCNCc1ccccc1OCc1ccc(F)cc1	13	-1.0	-0.1	4	-6%
42	CCCOC(=O)C1C2C=CC(C3CC23)C1C(=O)OCC(=O)c1ccccc1 (stereo not given)	-1	0.9	0.2	-23	-10%
43	COc1ccc(-c2nnc(NC(=O)c3ccc(F)cc3)o2)cc1	-25	-0.5	0.0	34*	-3%

no.	IDH1 R132H inh	TrxR1 inh	PI4K2A block	USP1-UAF1 inh
33	0%	13%	-1	-17%
34	-4%	-3%[57.1 µM]	1	-14%
35	29%	-12%	-3	-9%
36	1%	-17%	5	-5%
37	0%	15%[57.1 µM]	-8	-17%
38	3%	15%	-1	-11%
39	-2%	19%	-1	-7%
40	1%	-2%	10	-5%
41	-5%	1%	-4	-11%
42	8%	-9%	6	-10%
43	-4%	8%	-7	-13%
